Screens (PubChem BioAssay)
FEN1 inh: qHTS Assay for the Inhibitors of Human Flap endonuclease 1 (FEN1) | P39748 | Recombinant FEN1 flap cleavage, fluorescence, 15 min | Potency, µM (titrated, usually from 114 µM), inactives show at the highest dose activity change, negative = inhibition, hits mostly inhibitors | 390,000 tested, 0.35% active | AID 588795, 2011; note: nearly all actives have a fitted effect of over 65% in size
Target sequence (P39748 whole entry, looked up): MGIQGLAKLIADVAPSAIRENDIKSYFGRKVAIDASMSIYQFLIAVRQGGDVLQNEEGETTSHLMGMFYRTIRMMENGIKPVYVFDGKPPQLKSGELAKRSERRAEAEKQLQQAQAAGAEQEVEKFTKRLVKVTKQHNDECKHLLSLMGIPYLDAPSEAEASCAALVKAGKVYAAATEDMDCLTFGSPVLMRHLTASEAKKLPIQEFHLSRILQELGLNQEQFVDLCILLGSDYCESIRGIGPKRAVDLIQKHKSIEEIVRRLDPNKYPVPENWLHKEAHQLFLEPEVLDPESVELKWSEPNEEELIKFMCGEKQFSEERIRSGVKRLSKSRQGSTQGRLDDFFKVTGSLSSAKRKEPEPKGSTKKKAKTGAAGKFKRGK
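Nuclease activity of 10 nM FEN1 was measured after 15 min of room-temperature exposure to titrated compounds, by adding 50 nM flap substrate and reading plates at 0 and 15 min.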
N370S GC mod: qHTS Assay for Inhibitors and Activators of N370S glucocerebrosidase as a Potential Chaperone Treatment of Gaucher Disease; Lysosomal acid glucosylceramidase (Homo sapiens), P04062; Potency, µM (titrated, usually from 59.4 µM), for the others: top-dose activity change, negative = inhibition, most hits filed as inhibitors; N370S GC spleen homogenate, 4MU-glucoside fluorescence; 330,000 tested, 0.092% active; AID 2101, 2009;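 note: 0% = full enzyme activity and -100% = no enzyme basal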
TDP1 inh: qHTS Assay for Inhibitors of Tyrosyl-DNA Phosphodiesterase (TDP1); Tyrosyl-DNA phosphodiesterase 1 (Homo sapiens), Q9NUW8; recombinant TDP1, AlphaScreen DNA substrate cleavage; Potency, µM (doses to about 130 µM), without a hit: at the top dose activity change, negative = inhibition, hits mostly inhibitors; 350,000 tested, 0.28% active; note: nearly all actives have a fitted effect of over 40% in size
Target sequence (Q9NUW8 whole entry, looked up): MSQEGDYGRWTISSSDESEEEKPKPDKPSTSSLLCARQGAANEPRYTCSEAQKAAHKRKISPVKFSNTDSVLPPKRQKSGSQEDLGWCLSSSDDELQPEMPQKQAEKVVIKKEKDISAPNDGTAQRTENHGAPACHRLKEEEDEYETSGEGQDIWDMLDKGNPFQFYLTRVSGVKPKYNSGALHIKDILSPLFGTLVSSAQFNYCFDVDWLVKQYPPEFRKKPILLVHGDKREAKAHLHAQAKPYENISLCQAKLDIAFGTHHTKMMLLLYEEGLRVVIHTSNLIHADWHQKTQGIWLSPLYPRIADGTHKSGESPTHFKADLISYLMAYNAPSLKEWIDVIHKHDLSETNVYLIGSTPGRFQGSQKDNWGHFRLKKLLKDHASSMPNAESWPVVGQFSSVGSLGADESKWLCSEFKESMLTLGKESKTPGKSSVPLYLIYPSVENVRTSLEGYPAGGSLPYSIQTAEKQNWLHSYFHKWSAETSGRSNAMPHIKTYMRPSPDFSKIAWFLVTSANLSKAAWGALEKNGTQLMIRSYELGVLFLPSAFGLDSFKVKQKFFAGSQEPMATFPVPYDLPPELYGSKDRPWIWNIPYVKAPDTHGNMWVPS
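E. coli-derived human Tdp1, 1 nM final. Cpd preinc 15 min RT; substrate 15 nM final, 5 min RT; AS bead mix 10 ug/ml final, 10 min RT. Signal loss = tyrosine-FITC cleavage. No-enzyme wells = max signal.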
Active calls of the source: *; ? = inconclusive; . = not tested or not shown; [ ] = another dose, or the depositor's remark. Calls come from the whole dose curve; as a rule, active = well fitted curve in the direction sought with a large enough effect; inconclusive = small, poorly fitted or top-dose-only effect, or another doubt; inactive = no such curve, though single readings can be large; an effect the other way counts as inactive or inconclusive. Unless noted, % is set by controls: 0 for no effect and ±100 for the full control effect; potency is the fitted concentration of half-maximal effect.

[1] O=S(=O)(N1CCCCC1)N1CCN(c2ccccc2F)CC1
[2] CCCOc1cc(CN2CCCCC2)cc(C(C)=O)c1
[3] CC(c1ccccc1)n1c(SCC(=O)Nc2ccccc2)n[nH]c1=O (configuration not stated)
[4] CCC(CC)c1nnc(NC(=O)CN2C(=O)NC3(CCCC3)C2=O)s1
[5] Cc1cc(C)nc(/N=C2\NC(=O)CC(C(=O)O)N2c2ccc(Oc3ccccc3)cc2)n1 (configuration not stated)
[6] O=C(NNc1c(Cl)cc(Cl)cc1Cl)c1cccc([N+](=O)[O-])c1
screen / no.	1	2	3	4	5	6
TDP1 inh	-5%	4%	.	4%	7%	2%
N370S GC mod	-6%	0%	13%	-3%	18%	8%
FEN1 inh	11%	2%	-15%	2%	6%	1%

[7] CCOC(=O)N1CCN(C(=O)c2cc3c(-c4cccc(OC)c4)nn(C)c3s2)CC1
[8] COc1ccc(CNC(=O)c2ccc3c(=O)n(-c4ccccc4)c(=O)[nH]c3c2)cc1
[9] CCOC(=O)Cn1c(=O)oc2cc(S(=O)(=O)N3CCN(c4ccc(Cl)cc4)CC3)ccc21
[10] Cc1cc(C)n(CC(=O)N/N=C/c2cc(Br)cc([N+](=O)[O-])c2O)n1
[11] O=C(Nc1cccc(N2C(=O)C3CCCCC3C2=O)c1)c1ccccc1 (configuration not stated)
[12] CCCCc1ccc(NC(=O)CSc2nc(=O)[nH]c3c2CCCC3)cc1
screen / no.	7	8	9	10	11	12
TDP1 inh	.	6%	5%	-5%	0%	8%
N370S GC mod	-6%	6%	.	4%	-2%	.
FEN1 inh	-23%	7%	-6%	-8%	-10%	10%

[13] CCC(CC)c1nnc(NC(=O)C2CCCO2)s1 (configuration not stated)
[14] COc1cccc(CNC(=O)c2ccc3c(c2)sc2nc(-c4cccc(OC)c4)cn23)c1
[15] CC1=C(C(=O)OC2CCCCCCC2)C(c2ccc(O)cc2)NC(=O)N1 (configuration not stated)
[16] CC(C)c1ccc(NC(=O)c2cc(S(=O)(=O)NCCC3=CCCCC3)ccc2F)cc1
[17] COC(=O)Cn1c(=NC(=O)c2ccc(S(=O)(=O)N3CCc4ccccc4C3)cc2)sc2cc(OC)ccc21
[18] c1ccc2c(c1)nc(N1CCOCC1)c1nnnn12
screen / no.	13	14	15	16	17	18
TDP1 inh	0%	-3%	0%	-5%	-3%	8%
N370S GC mod	-4%	.	-3%	.	13%	7%
FEN1 inh	-2%	3%	-19%	-23%	-1%	-5%

[19] CC(NC(=O)C(=O)NN=C1CCC(C(C)(C)C)CC1)c1ccccc1 (configuration not stated)
[20] O=C(COc1ccccc1)Nc1cccc(-c2nc3cc4ccccc4cc3[nH]2)c1
[21] COc1ccc(NC(=O)Nc2cc3oc4ccccc4c3cc2OC)cc1
[22] Cc1c(CCOC(=O)C23CC4CC(CC(C4)C2)C3)sc[n+]1CC#N
[23] Cn1nnnc1Sc1ncnc2scc(-c3ccc(Br)cc3)c12
[24] NC(Cc1cc(I)c(Oc2cc(I)c(O)c(I)c2)c(I)c1)C(=O)O (configuration not stated)
screen / no.	19	20	21	22	23	24
TDP1 inh	5%	-2%	2%	3%	4%	0%
N370S GC mod	5%	11%	5%	-9%	.	16%
FEN1 inh	4%	-15%	2%	-15%	-2%	.

Copied from above: nos. 1 to 4
[1] O=S(=O)(N1CCCCC1)N1CCN(c2ccccc2F)CC1
[2] CCCOc1cc(CN2CCCCC2)cc(C(C)=O)c1
[3] CC(c1ccccc1)n1c(SCC(=O)Nc2ccccc2)n[nH]c1=O (configuration not stated)
[4] CCC(CC)c1nnc(NC(=O)CN2C(=O)NC3(CCCC3)C2=O)s1
screen / no.	1	2	3	4
TDP1 inh	-5%	4%	.	4%
N370S GC mod	-6%	0%	13%	-3%
FEN1 inh	11%	2%	-15%	2%

Other entries follow:
[25] COc1cc(OC)cc(C(=O)NCCn2ccc3ccccc32)c1
[26] O=C(COC(=O)c1cc(=O)[nH]c2ccccc12)Nc1ccc(Cl)cn1
[27] CC(C)c1ccc(NC(=O)c2ccc3c(c2)CCN3S(=O)(=O)c2ccccc2)cc1
[28] COc1cc2c(cc1OC)CN(C(=O)Cc1c(F)cccc1Cl)CC2
[29] CC(C)OCCCn1c(=S)[nH]c2cc3c(cc2c1=O)OCO3
[30] NC(=O)C1CCN(CC(=O)Nc2ccccc2Sc2ccc(Cl)cc2)CC1
screen / no.	25	26	27	28	29	30
TDP1 inh	0%	.	7%	13%	3%	0%
N370S GC mod	8%	4%	.	1%	10%	12%
FEN1 inh	-4%	-3%	-17%	2%	7%	3%

[31] COc1ccc(OC)c(-c2c(=O)n(OCc3ccccc3Br)c3ccccc3[n+]2[O-])c1
[32] Cc1cccc(N2CCN(S(=O)(=O)c3cc(C(=O)Nc4ccc(Oc5ccccc5)cc4)ccc3F)CC2C)c1 (configuration not stated)
[33] COc1ccccc1COC(=O)CN1C(=O)NC2(CCCCC2C)C1=O (configuration not stated)
[34] Cc1ccccc1NC(=O)Cn1c(=O)n(C)c2ccccc21
[35] CCOc1ccc(N(CC)C(=O)Cc2c(C(=O)O)n(C)c3ccccc23)cc1
[36] CCc1ccc(-c2ccc(SCc3ccccn3)nn2)cc1
screen / no.	31	32	33	34	35	36
TDP1 inh	0%	8%	9%	3%	.	7%
N370S GC mod	-11%	.	-11%	2%	-6%	22%
FEN1 inh	-7%	-8%	-3%	2%	-4%	-11%

[37] CCn1c(SCC(=O)O)nnc1-c1ccccc1
[38] CCC1=Nc2cc(C(=O)NC3CCC(C)CC3)ccc2Sc2ccc(C)cc21 (configuration not stated)
[39] CC(C)(C)C(C(Oc1ccc(Cl)cc1)n1cncn1)n1nnnc1C(c1cccc(Cl)c1)N1CCCCC1 (configuration not stated)
[40] CCOC(=O)c1c(S(=O)(=O)N2CCCC(C(=O)NCc3cccc(OC)c3)C2)c(C)n(C)c1C (configuration not stated)
[41] CCOC(=O)C1CCN(S(=O)(=O)c2ccc3c(c2)N(C(C)=O)CC(C)S3)CC1 (configuration not stated)
[42] Cn1ncc(Cl)c1C(=O)Nc1cc(C(F)(F)F)ccc1F
screen / no.	37	38	39	40	41	42
TDP1 inh	0%	2%[12.3 µM]	5%	-1%	6%	-2%[56.1 µM]
N370S GC mod	7%[2.35 µM]	.	12%	.	-3%	11%
FEN1 inh	2%	-13%	.	8%	-6%	2%

[43] CCOc1ccccc1C(=O)Nc1ccccc1C(N)=O
[44] CCCCC/C=C\C/C=C\C/C=C\CCCCC(=O)NC(C)C(=O)O (configuration not stated)
[45] c1ccc(Cc2noc(CN3CCN(Cc4ccc5c(c4)OCO5)CC3)n2)cc1
[46] CNc1oc(-c2ccccc2Cl)nc1P(=O)(c1ccccc1)c1ccccc1
[47] Cc1ccc(S(=O)(=O)N2[C@@H](c3ccc(F)cc3)C(C(=O)O)=C[C@H]2CC2CCCC2)cc1
[48] CCOc1ccc2[nH]c(=O)c(CN(CCN3CCCC3)C(=S)Nc3ccccc3OC)cc2c1
screen / no.	43	44	45	46	47	48
TDP1 inh	9%	6%	-5%	7%	1%	3%
N370S GC mod	0%	3%	7%	30%	.	17%
FEN1 inh	1%	.	10%	-21%	-12%	5%

[49] CCN1CCN(C(=O)c2ccc3c(c2)c(C)c(C)n3Cc2ccccc2)CC1
[50] Nc1n[nH]c(C(F)(F)F)c1-c1ccccc1
[51] O=C(Nc1ccc(Cl)cc1)Nc1cccc2nsnc12
[52] CN(C)S(=O)(=O)c1ccc(C(=O)NCC(C)(C)N2CCOCC2)cc1
[53] CCC(C)c1ccc(NC(=S)NCc2cccnc2)cc1 (configuration not stated)
[54] O=C(NC1CCCCC1)c1ccc(S(=O)(=O)N2CCOCC2)cc1
screen / no.	49	50	51	52	53	54
TDP1 inh	8%	8%	.	.	1%	0%
N370S GC mod	-5%	0%	-8%	-2%	4%	2%
FEN1 inh	-5%	-2%	-9%	0%	-18%	15%

[55] COCC(=O)Nc1ccc(N(C)C)cc1
[56] CC(C)(C)N(NC(=O)Nc1ccccc1)C(=O)c1ccccc1
[57] CN(Cc1cccc(Cl)c1Cl)c1ccc(S(=O)(=O)N2CCCCC2)cc1[N+](=O)[O-]
[58] COc1ccccc1N1C(=O)c2ccc(C(=O)Nc3nccs3)cc2C1=O
[59] CCOC(=O)CCC(=O)Nc1ccc(S(=O)(=O)N2CCc3ccccc32)cc1
[60] O=C(NCc1ccc(F)cc1)c1ccc(Nc2nc3ccccc3n3nnnc23)cc1
screen / no.	55	56	57	58	59	60
TDP1 inh	7%	6%	5%	2%	6%	5%
N370S GC mod	4%	0%	2%	-9%	2%	.
FEN1 inh	-4%	8%	-4%	0%	4%	-5%

[61] CCCc1nc(C(C)(C)O)c(C(=O)OCc2oc(=O)oc2C)n1Cc1ccc(-c2ccccc2-c2nn[nH]n2)cc1
[62] CCOC(=O)C1CCCN(S(=O)(=O)c2ccc3c(c2)oc(=O)n3C)C1 (configuration not stated)
[63] CCOC(=O)N1CCN(S(=O)(=O)c2ccc(C(=O)NNc3nc4c(C)cccc4s3)cc2)CC1
[64] O=C(Nc1ncc(Cc2cccc(Cl)c2Cl)s1)c1ccc([N+](=O)[O-])cc1
[65] C/C(=N\NC(=O)c1cccs1)c1ccc2ccccc2c1
[66] O=C(Nc1ccccc1N1CCOCC1)c1ccncc1
screen / no.	61	62	63	64	65	66
TDP1 inh	20%[56.1 µM]	-7%	11%	8%	.	0%[56.1 µM]
N370S GC mod	-7%	.	-15%	-13%	-3%	.
FEN1 inh	.	-1%	12%	9%	-1%	-11%

Whole records as entered above. Order of values: TDP1 inh	N370S GC mod	FEN1 inh
`CCOC(=O)N1CCN(S(=O)(=O)c2ccc(C(=O)NNc3nc4c(C)cccc4s3)cc2)CC1` as listed: 11%	-15%	12%
`C/C(=N\NC(=O)c1cccs1)c1ccc2ccccc2c1` as listed: .	-3%	-1%
`O=C(Nc1ncc(Cc2cccc(Cl)c2Cl)s1)c1ccc([N+](=O)[O-])cc1` as listed: 8%	-13%	9%
`CCCc1nc(C(C)(C)O)c(C(=O)OCc2oc(=O)oc2C)n1Cc1ccc(-c2ccccc2-c2nn[nH]n2)cc1` as listed: 20%[56.1 µM]	-7%	.

Following part:
[67] CCOc1ccc(S(=O)(=O)N2CCN(C(=O)c3cc4ccccc4o3)CC2)cc1
[68] COc1ccc(-n2ccn3c(CCC(=O)N4CCN(c5cccc(C)c5C)CC4)nnc3c2=O)cc1
[69] Cc1cccc(N(C)C(=O)CCS(=O)(=O)c2cc3c(cc2Cl)NC(=O)CO3)c1
[70] O=C(NC(=S)NCC1COc2ccccc2O1)c1ccccc1 (configuration not stated)
[71] O=C(CN1CCN(Cc2ccc(F)cc2)CC1)NCCc1ccccc1
[72] O=C(Nc1ccc(-c2csc(Nc3cccc(C(F)(F)F)c3)n2)cc1)c1cccc(C(F)(F)F)c1
screen / no.	67	68	69	70	71	72
TDP1 inh	1%	-8%	.	5%	.	5%
N370S GC mod	.	-11%	-7%	13%	0%	-2%
FEN1 inh	-11%	18%	-16%	?	5%	-27%

Arranged by heavy-atom count (low to high): three of the compounds above
[67] CCOc1ccc(S(=O)(=O)N2CCN(C(=O)c3cc4ccccc4o3)CC2)cc1
[72] O=C(Nc1ccc(-c2csc(Nc3cccc(C(F)(F)F)c3)n2)cc1)c1cccc(C(F)(F)F)c1
[68] COc1ccc(-n2ccn3c(CCC(=O)N4CCN(c5cccc(C)c5C)CC4)nnc3c2=O)cc1
screen / no.	67	72	68
TDP1 inh	1%	5%	-8%
N370S GC mod	.	-2%	-11%
FEN1 inh	-11%	-27%	18%

The listing continues.
[73] Cc1ccc(-c2cc(C(=O)Nc3ccc(S(=O)(=O)Nc4cc(C)on4)cc3)c3ccccc3n2)c(C)c1
[74] CC(C)(C)NC(=O)/C(=C\c1ccco1)NC(=O)c1ccco1
[75] CC(C)c1ccc(CNC(=O)C(=O)NCCCn2ccnc2)cc1
[76] COc1ccc2oc(=O)c(C(=O)NCc3ccccc3)cc2c1
[77] Cc1ccc(C)c(C(=O)OCC(=O)Nc2cccc(S(=O)(=O)NC3=NCCCCC3)c2)c1
screen / no.	73	74	75	76	77
TDP1 inh	7%	.	-3%	.	5%
N370S GC mod	-2%	0%	-3%	0%	-19%
FEN1 inh	-15%	-1%	-6%	-2%	12%
